Screening data as filed in PubChem.
Neddylation inh: inhibitors of human cullin neddylation; TR-FRET cullin neddylation, biochemical; AID 651699; hit rate 0.58% among 360,000; calls only at 25 µM; in the data active = inhibition above about 36%
Scp1 inh: blocks human Scp-1 phosphatase activity | Q9GZU7 | Recombinant Scp1, phosphopeptide, malachite green phosphate absorbance | inhibition, % at 20 µM | hit rate 0.88% among 340,000 | AID 493091;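 active = inhibition above about 50% at 20 µM, limit read from the data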;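 note: plate controls were DMSO wells with enzyme for no effect and wells lacking enzyme for full effect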
Target sequence (Q9GZU7 76-261 limits assumed): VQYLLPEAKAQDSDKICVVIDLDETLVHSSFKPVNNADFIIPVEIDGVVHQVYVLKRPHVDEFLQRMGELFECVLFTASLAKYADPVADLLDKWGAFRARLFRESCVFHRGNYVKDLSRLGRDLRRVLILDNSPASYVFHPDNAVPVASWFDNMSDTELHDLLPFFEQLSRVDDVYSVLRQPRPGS
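System: truncated SCP-1 phosphatase (76-261aa); medium: Tris acetate buffer pH 5.5 with MgCl2 and Tween-20; incubation: 45 min room-temperature reaction, 5 min colour, 30 min stabiliser; compound: single 20 µM dose, 1% DMSO; reagent: Phosphorylated 17-residue peptide substrate; read-out: % inhibition at 20 µM; technique: colorimetric free-phosphate detection, absorbance 630 nm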
Rpn11 block: blocks the human proteasome subunit Rpn11; hit rate 0.59% among 360,000; calls only at 20 µM; human 26S proteasome, Ub4-pepOG fluorescence polarization; 20S core pre-blocked with epoxomicin;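 active = inhibition at 20 µM, scaled to each plate's controls, above about 33%, limit read from the data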
Target sequence (O00487 whole entry, looked up): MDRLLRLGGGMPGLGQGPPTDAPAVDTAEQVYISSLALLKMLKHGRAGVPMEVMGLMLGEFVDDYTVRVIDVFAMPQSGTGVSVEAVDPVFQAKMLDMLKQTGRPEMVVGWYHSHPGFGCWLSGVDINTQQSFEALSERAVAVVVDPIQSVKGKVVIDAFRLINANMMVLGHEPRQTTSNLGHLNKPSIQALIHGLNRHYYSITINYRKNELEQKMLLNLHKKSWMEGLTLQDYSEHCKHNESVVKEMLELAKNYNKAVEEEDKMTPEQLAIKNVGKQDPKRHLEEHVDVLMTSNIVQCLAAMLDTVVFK
NadD inh: blocks S. aureus nicotinate mononucleotide adenylyltransferase. purified NadD enzyme, colorimetric absorbance read-out. inhibition, % at 20 µM. hit rate 0.78% among 360,000. AID 602399; in the data active = inhibition above about 26%; note: some compounds past the cut are filed as inactive
DNMT1 block: inhibitors of human DNMT1 | P26358 | DNMT1 molecular beacon, Hinp1I cleavage, fluorescence | inhibition (reported as % activation of signal), % at 10 µM | hit rate 0.83% among 360,000; in the data active = inhibition above about 50%
SUMO1-SIM PPI: alters human SUMO1 binding to SIM partners; AID 602429; SUMO1 binding to a labelled peptide, TR-FRET, 1 h; P63165; inhibition, % at 20 µM; hit rate 0.33% among 360,000; in the data active = inhibition above about 37%
Target sequence (P63165 whole entry, looked up): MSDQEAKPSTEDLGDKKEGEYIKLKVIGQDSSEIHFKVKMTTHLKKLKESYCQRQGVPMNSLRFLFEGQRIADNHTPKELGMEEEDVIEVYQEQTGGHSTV
Rin1-Abl PPI inh: blocks binding of human Rin1 to Abl. inhibition, % at 7.35 µM. hit rate 0.4% among 360,000. TR-FRET Rin1/Abl binding, biochemical; in the data active = inhibition above about 5%, passing the limit was not always enough
LMPTP block: blocks human LMPTP phosphatase; P24666; hit rate 0.22% among 360,000; inhibition, % at 20 µM; recombinant LMPTP-A, OMFP fluorogenic substrate, fluorescence intensity;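 active = compounds that cut the enzyme signal by at least half of the control window in the single-dose screen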;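 note: plate controls were DMSO wells with enzyme plus substrate for no effect and substrate without enzyme for full effect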
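material = LMPTP-A | quantity = 0.625 nM enzyme | reagent = OMFP substrate, 400 µM final | buffer or medium = Bis-Tris pH 6.0, DTT, detergent | detection = endpoint fluorescence intensity from OMFP dephosphorylation | dosing = single 20 µM dose | read-out basis = % inhibition relative to no-enzyme and uninhibited control wells | control set = no-enzyme and uninhibited controls | timing = 50 min at room temperature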
STEP block: blocks human striatal-enriched tyrosine phosphatase; P54829; recombinant STEP, OMFP fluorogenic substrate, fluorescence; inhibition, % at 20 µM; hit rate 0.25% among 360,000;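 active = inhibition at 20 µM, scaled per plate between control wells, above about 37%, limit read from the data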;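 note: 0% = DMSO with enzyme and substrate and 100% = substrate only without enzyme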
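System: STEP (striatal-enriched tyrosine phosphatase) enzyme, cell-free; medium: Bis-Tris pH 6.0 buffer with DTT, detergent; dosing: 20 µM, 1% DMSO; times: reaction 20 min, ambient temperature; detection: fluorescence, 480/540 nm; read-out basis: normalized % inhibition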
CSN inh: inhibitors of human CSN-mediated cullin deneddylation | Q92905 | Purified CSN, SCF-Nedd8-OG deneddylation, fluorescence polarization | inhibition, % at 12.5 µM | hit rate 0.38% among 360,000 | AID 651999;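 active = pattern-corrected inhibition above about 35%, with an unprinted fluorescence ratio check between 0.5 and 1.5, limit read from the data, passing the limit was not always enough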;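 note: 0% = enzyme with substrate and 100% = substrate without enzyme; some results filed as inactive read as strong as hits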
Target sequence (Q92905 whole entry, looked up, one chain of several): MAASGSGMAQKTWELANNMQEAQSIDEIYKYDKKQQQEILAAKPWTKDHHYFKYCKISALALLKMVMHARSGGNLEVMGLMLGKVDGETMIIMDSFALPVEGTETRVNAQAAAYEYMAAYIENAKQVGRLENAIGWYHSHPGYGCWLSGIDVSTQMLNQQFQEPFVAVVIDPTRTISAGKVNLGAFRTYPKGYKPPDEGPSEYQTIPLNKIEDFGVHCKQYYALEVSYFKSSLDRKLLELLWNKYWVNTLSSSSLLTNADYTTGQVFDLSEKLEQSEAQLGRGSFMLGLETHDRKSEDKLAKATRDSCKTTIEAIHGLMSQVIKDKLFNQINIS
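Assay system: HEK293T-derived human Csn5 enzyme; quantity: 0.24 nM enzyme; medium: Tris/NaCl/DTT buffer, pH 7.5; also added: substrate SCFSkp2-Nedd8OG, 10 nM; doses: 12.5 µM compound; schedule: 90 min reaction at room temperature; signal: FP; read-out: % inhibition of substrate cleavage by Csn5; benchmarks: substrate-only high control, full reaction low control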
Active calls of the source: *; i = inactive; . = not tested or not shown; + = active, no number.

Results follow in this order: Neddylation inh, Scp1 inh, Rpn11 block, NadD inh, DNMT1 block, SUMO1-SIM PPI, Rin1-Abl PPI inh, LMPTP block, STEP block, CSN inh
> CCS(=O)(=O)c1nc(S(=O)(=O)c2ccc(C)cc2)c(N2CCCC2)s1
  i, -1, i, -7, 2, 2, 0, -1.1, -2, 2
> CCOC(=O)C1CCCN(CCC(=O)Nc2ccccc2)C1 (stereo not given)
  i, 3, i, -6, 2, -2, 1, -0.6, -3, -1
> O=C(c1scc2c1CCCC2)N1CCCCC1
  i, -9, i, -6, 2, -2, -1, 0.4, -2, -2
> O=P(OC1CCCCC1)(OC1CCCCC1)C(O)c1cccnc1 (stereo not given)
  i, -1, i, 2, 0, -5, -4, -0.1, -2, 0
> CCOC(=O)c1c(O)c2cccc3c2n(c1=O)CC3
  i, -7, i, -8, 0, -2, 1, -0.4, -1, 3
> CCOc1cc(/C=C/c2cc(C(F)(F)F)[nH]c(=O)n2)ccc1O
  i, -2, i, -4, -2, -17, 0, 0.4, 0, 7
> CCN(C[C@H]1N[C@@](Cc2ccccc2)(C(=O)OC)[C@H]2C(=O)N(C)C(=O)[C@@H]12)S(=O)(=O)c1ccc(-c2ccccc2)cc1
  i, -11, i, 0, -10, 7, -2, 1.8, 0, 3
> Cc1ccc(OCc2ccc(C(=O)Nc3nccs3)o2)cc1
  i, 5, i, -3, -2, -10, 3, -1.2, -3, 2
> COCc1cccc(-c2csc(C(O)c3ccc(F)c(F)c3)n2)c1 (stereo not given)
  i, ., i, -7, 5, -1, 1, -1.1, -1, 4
> Cn1nnnc1SCC(=O)NC1CCCCC1
  i, -2, i, 3, 1, -2, 0, -1.4, 0, -2
> O=C(c1cc([N+](=O)[O-])ccc1Cl)N1CCN(Cc2ccc3c(c2)OCO3)CC1
  i, -4, i, -1, -2, -17, 5, -0.4, -1, -4
> CN(C)CCCSc1nc(-c2ccccc2)nc2c1CCC2
  i, -5, i, -4, 5, 3, 6, 0.2, -2, -4
> CCOC(=O)Cc1csc(NC(=O)C(NC(=O)C2CCC(C)CC2)C(C)C)n1 (stereo not given)
  i, -7, i, -6, 1, -1, -3, -1.9, 3, 2
> COc1cccc(C2C(C(=O)Nc3ccc(C)cc3C)=C(C)Nc3ncnn32)c1OC (stereo not given)
  i, -3, i, 1, 1, 24, 0, -1.7, -1, -1
> CCOC(=O)c1ccc(NC(=O)CSc2nc3c(c(=O)n2-c2ccccc2OC)SCC3)cc1
  i, -8, i, 7, -13, -5, 1, 2.5, 0, 0
> COc1ccc(Cl)cc1N/C(N)=N/c1nc(C)cc(=O)[nH]1
  i, 0, i, -3, 4, 4, 4, 1.4, -2, -3
> COc1ccc(C2(C)NC(=O)N(CC(=O)Nc3ccc(S(=O)(=O)N4CCCC4)cc3)C2=O)cc1 (stereo not given)
  i, -7, i, 1, -3, -1, 0, -1.9, 0, 1
> CCSC1=C(C#N)C2(CCCCC2)C2=C(CC(C)(C)CC2=O)N1
  +, -7, i, -7, -4, 7, -1, -0.3, -2, -20
> CC(C(=O)Nc1ccc2c(c1)OCO2)N(C)CC(=O)Nc1ccc(Cl)cc1 (stereo not given)
  i, -2, i, 5, -4, 3, 5, -0.7, 0, -6
> O=C(O)C(c1ccccc1)C(c1ccccc1)c1ccccc1 (stereo not given)
  i, -10, i, 0, -1, 0, 0, 0.1, -1, 0
> Cc1ccc(N2CC(C(=O)OCc3ccc([N+](=O)[O-])cc3)CC2=O)cc1 (stereo not given)
  i, -2, i, -3, 6, -16, -2, 0.9, 2, -5
> Clc1cccc(Oc2ncccn2)c1
  i, -7, i, 1, 1, 1, -2, -1.5, -2, -2
> O=C(Nc1ccccc1Cl)c1ccc([N+](=O)[O-])o1
  i, -3, i, -6, 1, -29, -2, -0.5, -1, 2
> CC(O)C(NS(=O)(=O)c1ccc(Cl)cc1)C(=O)OCc1nnc(-c2ccccc2)o1 (stereo not given)
  i, -2, i, -4, -2, 1, -1, -1.2, -1, -2
> COc1ccc(S(=O)(=O)N2CC3CCCN3c3cc(C(F)(F)F)ccc32)cc1 (stereo not given)
  i, -11, i, -10, -3, -2, -2, 3.3, 3, 3
> CC(C)Cc1ccc(S(=O)(=O)N2CCCC2)cc1
  i, -2, i, -4, 1, -2, 1, 0.3, 2, 1
> Cc1ccc(Cc2nnc(SCC(=O)Nc3ccccc3C)[nH]c2=O)cc1
  i, 16, i, 2, -1, -1, 1, -0.4, -2, -4
> CCOC(=O)c1cnc(/N=C/N(C)C)s1
  i, -1, i, -3, 2, -11, -3, -0.5, 0, 5
> Cc1ccc(C)c(NC(=O)COC(=O)c2cccc(S(=O)(=O)N3CCCCC3)c2)c1
  i, -1, i, 0, 0, 4, 2, 0.3, 0, -1
> CCc1nnc(NC(=O)CSc2ccc(-c3ccco3)nn2)s1
  i, -5, i, -3, 4, 1, -6, -1.7, -5, 0
> COc1ccc(C(=O)CSc2nc3ncccc3[nH]2)cc1OC
  i, 11, i, -3, 5, 2, 3, 1.5, -2, 3
> CCc1c(C)c2ccc(OC(C)C(=O)NC(Cc3c[nH]c4ccc(O)cc34)C(=O)O)c(C)c2oc1=O (stereo not given)
  +, 23, i, 0, 3, 13, 0, 1.1, 1, -2
> CC(C)C(OC(=O)c1cccs1)C(=O)NCc1cccs1 (stereo not given)
  i, 0, i, -5, 2, -1, 2, -0.6, -3, -1
> NNC(=O)c1cc2c(s1)CCCCCC2
  i, 4, i, -2, -1, 0, 3, -1.6, -3, 0
> CC1CCN(C(=O)c2ccc(S(=O)(=O)Cc3cc(F)ccc3F)c([N+](=O)[O-])c2)CC1
  i, -6, i, -5, 3, -28, -2, -0.6, -2, -1
> CC(NC(=O)COC(=O)c1cccc(S(=O)(=O)N2CCCC2)c1)c1ccccc1 (stereo not given)
  i, 53*, i, -3, 1, -1, 7, -1.6, -1, -5
> COc1cc(OC)c(C(=O)NCc2cccnc2)cc1OC
  i, -5, i, -4, 0, 2, -2, 0.1, 0, -3
> COc1ccc(COC[B-](F)(F)F)cc1
  i, ., i, 7, -2, 4, -6, -2.4, -1, 1
> Cn1c(=O)oc2cc(S(=O)(=O)N3CCCC(C(=O)Nc4nccs4)C3)ccc21 (stereo not given)
  i, -3, i, 2, -3, 6, 11*, -0.5, -2, -2
> Cc1nn(Cc2ccc([N+](=O)[O-])cc2)c(=O)n1-c1ccccc1Cl
  i, -1, i, 3, 2, -14, -1, -1.4, 3, 1

Single records, from the list above. Order of screens: Neddylation inh	Scp1 inh	Rpn11 block	NadD inh	DNMT1 block	SUMO1-SIM PPI	Rin1-Abl PPI inh	LMPTP block	STEP block	CSN inh
CC(NC(=O)COC(=O)c1cccc(S(=O)(=O)N2CCCC2)c1)c1ccccc1 (stereo not given) reads i	53*	i	-3	1	-1	7	-1.6	-1	-5
CCc1c(C)c2ccc(OC(C)C(=O)NC(Cc3c[nH]c4ccc(O)cc34)C(=O)O)c(C)c2oc1=O (stereo not given) reads +	23	i	0	3	13	0	1.1	1	-2

Limited to Rpn11 block, CSN inh and SUMO1-SIM PPI (three entries from above):
structure	Rpn11 block	CSN inh	SUMO1-SIM PPI
Cc1ccc(N2CC(C(=O)OCc3ccc([N+](=O)[O-])cc3)CC2=O)cc1 (stereo not given)	i	-5	-16
CCOC(=O)c1cnc(/N=C/N(C)C)s1	i	5	-11
Cc1nn(Cc2ccc([N+](=O)[O-])cc2)c(=O)n1-c1ccccc1Cl	i	1	-14

Next section:
Results follow in this order: Neddylation inh, Scp1 inh, Rpn11 block, NadD inh, DNMT1 block, SUMO1-SIM PPI, Rin1-Abl PPI inh, LMPTP block, STEP block, CSN inh
> CSc1nncn1/N=C/c1ccccc1F
  i, -8, i, 3, 0, -3, -9, -1.9, 2, 5
> COc1ccc(C(C(=O)NC(C)(C)C)N(CC2CCCO2)C(=O)CCC(=O)Nc2cc(C)on2)cc1 (stereo not given)
  i, -2, i, -6, 2, 1, -1, -1.0, -3, -2
> COc1ccccc1NS(=O)(=O)c1cc(NC(=S)NCCN2CCOCC2)ccc1N1CCOCC1
  i, -5, i, -2, 0, 3, 3, 0.2, 91*, -9
> CN1C(=O)Nc2cccc3cccc1c23
  i, -10, i, -1, -4, -13, 1, -0.1, -4, 2
> COc1ccc(NC(=O)Nc2cnccn2)cc1OC
  i, -11, i, 3, 3, -3, -1, 1.0, -1, 4
> CC(OC(=O)c1cc(O)c2ccccc2c1O)C(=O)Nc1ccc(C(N)=O)cc1 (stereo not given)
  i, 1, i, 11, -22, -3, 1, 0.6, 2, 6
> CC(=O)N(C)c1ccc(NC(=S)NCC(C)C)cc1
  i, -3, i, -4, 2, -3, 1, 0.5, -2, -5
> CCOC(=O)N1CCC2(CC1)CC(=O)c1cc(O)ccc1O2
  i, -4, i, 2, 3, -5, -1, 0.5, 0, 1
> COC(=O)c1ccccc1NC(=O)c1ccc(Cn2cc(Cl)cn2)o1
  i, -8, i, -1, 6, 2, -3, 1.6, 1, 3
> COc1cc(C2Nc3ccccc3NC3=C2C(=O)CC(C)(C)C3)cc(OC)c1OC (stereo not given)
  i, -2, i, -1, -1, -3, 0, 0.8, 1, 1
> Cc1cc(C)cc(NC(=S)/N=C(\N)Nc2nc(C)c3ccccc3n2)c1
  i, -1, i, 27, -7, -3, -3, 1.2, 5, 4
> CC(=O)c1ccc(-n2ccc(=O)cc2)cc1
  i, -1, i, -3, 2, -3, 1, 0.1, 0, -3
> CCCN1C(=O)C(NC(=O)c2ccncc2)(C(F)(F)F)C2=C1CC(C)(C)CC2=O (stereo not given)
  i, -3, i, -6, 0, 2, 4, 1.2, -1, -1
> N#Cc1c(=O)c2nc(NCCCO)ncc2n2c(=O)c3ccccc3[nH]c12
  i, 20, i, 9, -3, 15, -2, 2.7, 7, -10
> O=C(Nc1ccccc1-c1ccccc1)c1ccc(Br)o1
  i, -8, i, -6, -2, -1, -1, -0.3, 2, 0
> C[C@@H]1NC(=O)c2cc([N+](=O)[O-])cc(I)c2OCC[C@@H](C(N)=O)NC(=O)[C@H](CCCCN)NC1=O
  i, -8, i, -6, 4, -21, 1, -2.4, 2, 1
